SMARCA2 activ – SMARCA2 function activation, primary screen | MG213 cells, MMTV-luciferase reporter, dexamethasone, overnight | activation, % at 9.1 µM | 370,000 compounds, 1% hits; in the data active = activation above about 7.8%;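 note: 0% = vehicle wells and 100% = reference activator wells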
ssDAF-12 act – activators of S. stercoralis DAF-12 nuclear receptor. HEK293 ssDAF-12/GRIP1 lit1-tk-luc reporter, luminescence; % of 3 µM dafachronic acid response. activation, % at 6.8 µM. 370,000 compounds, 1% hits;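 active = activation above the mean over all tested compounds plus 3 SD, cut at about 0.9% in these data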;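 note: 0% = DMSO-only wells and 100% = 3 µM delta7-dafachronic acid wells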
NPR2 activator – GC-B (human) receptor activation. P20594. HEK293-GC-B cells, CNP EC30, cGMP TR-FRET; 0% at EC30 CNP, 100% saturating CNP. activation, % at 10 µM. 370,000 compounds, 0.11% hits. AID 1920062;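 active = activation at 10 µM reaching about 35% in either raw or pattern-adjusted values, limit read from the data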
hcDAF12 agonist – activators of H. contortus DAF-12 nuclear receptor; activation, % at 6.8 µM; HEK293 hcDAF-12 lit1-tk-luc reporter, luminescence; 0% DMSO, 100% Δ7-dafachronic acid; 370,000 compounds, 1.4% hits;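 active = activation above the mean of all tested compounds plus 3 SD, cut at about 5.5% in these data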;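 note: 100% = response to 3 µM Δ7-dafachronic acid high control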
proKLK7 act – proKLK7 (human) activation, primary screen. P49862. purified proKLK7, EDANS-DABCYL substrate fluorescence; 100% is mature enzyme control, 0% vehicle. activation, % at 7 µM. 370,000 compounds, 0.9% hits;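 active = activation above the mean of all tested compounds plus 3 SD, computed per campaign excluding outliers beyond control limits, cut at about 13% in these data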
Target sequence (P49862 whole entry, looked up): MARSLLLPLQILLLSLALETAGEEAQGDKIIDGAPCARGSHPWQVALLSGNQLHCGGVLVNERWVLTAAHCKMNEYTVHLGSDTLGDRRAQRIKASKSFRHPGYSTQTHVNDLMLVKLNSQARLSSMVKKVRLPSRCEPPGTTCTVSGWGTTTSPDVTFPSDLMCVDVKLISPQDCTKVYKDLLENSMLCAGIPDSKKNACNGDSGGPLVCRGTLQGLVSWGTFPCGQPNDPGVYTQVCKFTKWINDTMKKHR
DAX1 inh-1 – NR0B1 (DAX1) inhibition; inhibition, % at 6.75 µM; HEK293 Gal4-DAX1 luciferase reporter, luminescence; AID 504766; P51843; 340,000 compounds, 0.99% hits;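 active = inhibition above the mean over all tested compounds plus 3 SD, cut at about 4.2% in these data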;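 note: 0% = DAX1-transfected cells with DMSO and 100% = empty-vector control cells with DMSO; inhibition shows as a rise in luminescence from relieved DAX1 repression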
Target sequence (P51843 207-470 limits assumed): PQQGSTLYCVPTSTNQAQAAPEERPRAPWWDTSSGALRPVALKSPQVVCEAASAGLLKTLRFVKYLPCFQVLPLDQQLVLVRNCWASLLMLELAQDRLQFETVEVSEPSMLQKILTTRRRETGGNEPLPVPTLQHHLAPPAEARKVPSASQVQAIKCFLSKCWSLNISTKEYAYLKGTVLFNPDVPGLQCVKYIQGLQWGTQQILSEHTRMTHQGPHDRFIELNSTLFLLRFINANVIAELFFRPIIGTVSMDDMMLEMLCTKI
DAX1 inh-2 – inhibitors of DAX1 repression of SF-1 activated StAR promoter | HEK293T StAR-luciferase reporter, SF-1/DAX-1 repression relief | inhibition, % at 6.8 µM | 370,000 compounds, 1.1% hits | AID 652010;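 active = inhibition above the mean over all tested compounds plus 3 SD, cut at about 3.6% in these data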;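 note: 0% = DAX-1 cells with DMSO and 100% = cells lacking DAX-1 with DMSO; higher inhibition means more luminescence from relief of DAX-1 repression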
hgDAF-12 ag – activates the H. glycines DAF-12 receptor ligand-binding domain. HEK293 GAL4-hgDAF12 UAS-luciferase reporter, agonist luminescence; normalized to butyrate control. activation, % at 6.8 µM. 370,000 compounds, 1.8% hits. AID 687014;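 active = activation above a cutoff set at the mean of all screened compounds plus 3 SD, cut at about 10% in these data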;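 note: 0% = DMSO wells and 100% = sodium butyrate wells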
sPLA2-III inh – Blocks human group III sPLA2 activity | Q9NZ20 | inhibition, % at 12.2 µM | QFRET BODIPY PC-A2 liposome hydrolysis, fluorescence | 370,000 compounds, 0.56% hits;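 active = inhibition above mean plus 3 SD of compounds lying within the high and low control bounds, cut at about 19% in these data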;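 note: 0% = median of test compound wells and 100% = no enzyme DMSO wells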
Target sequence (Q9NZ20 whole entry, looked up): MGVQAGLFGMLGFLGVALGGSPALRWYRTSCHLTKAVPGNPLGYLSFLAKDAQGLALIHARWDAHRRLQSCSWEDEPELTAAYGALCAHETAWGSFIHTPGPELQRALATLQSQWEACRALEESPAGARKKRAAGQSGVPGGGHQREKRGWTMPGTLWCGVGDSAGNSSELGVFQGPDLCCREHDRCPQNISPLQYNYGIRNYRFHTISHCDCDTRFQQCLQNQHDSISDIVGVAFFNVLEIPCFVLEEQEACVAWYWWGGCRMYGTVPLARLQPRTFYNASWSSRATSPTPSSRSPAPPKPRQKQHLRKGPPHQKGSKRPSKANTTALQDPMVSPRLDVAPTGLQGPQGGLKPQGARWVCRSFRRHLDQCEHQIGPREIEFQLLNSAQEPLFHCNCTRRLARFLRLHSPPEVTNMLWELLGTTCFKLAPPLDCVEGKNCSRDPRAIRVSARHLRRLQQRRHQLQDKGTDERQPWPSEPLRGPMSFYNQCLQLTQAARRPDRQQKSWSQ
NPR1 activator – GC-A (human) enzyme activation; 370,000 compounds, 0.14% hits; HEK293 GC-A cells, cGMP TR-FRET, EC30 ANP; 0% at EC30 ANP, 100% saturating ANP; activation, % at 10 µM; in the data active = activation above about 40%
FXN GAA850 act – activators of GAA850 frataxin (FXN) promoter; HEK293 lucGAA850 FXN promoter luciferase reporter, 24 h; percent of 10 µM SAHA response; activation, % at 6 µM; 360,000 compounds, 0.56% hits; AID 540364;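 active = activation above the average of all compounds screened plus 3 SD, cutoff fixed separately per campaign, cut at about 7.5% in these data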;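 note: 0% = DMSO wells and 100% = 10 µM SAHA wells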
* hit, by the source's call; . = not tested or not shown.

SMILES	SMARCA2 activ	ssDAF-12 act	NPR2 activator	hcDAF12 agonist	proKLK7 act	DAX1 inh-1	DAX1 inh-2	hgDAF-12 ag	sPLA2-III inh	NPR1 activator	FXN GAA850 act
OCCN=C1CCCc2c1[nH]c1ccc(Cl)cc21	-4	-0.9	8	0.1	2.2	1.4	-0.6	0.7	-2	10	3.3
COC(=O)c1ccccc1-c1ccc(C(c2c(C)[nH][nH]c2=O)c2c(C)[nH][nH]c2=O)o1	7.9*	-1.4	9	-1.9	0.5	-1.8	-1.0	-6.1	-11	4	-2.6
Cc1ccc(NC(=O)N2CCCCC2)cc1[N+](=O)[O-]	0	0.7	-2	4.4	0.1	0.0	0.5	6.8	1	-2	3.4
CSCCC(NC(=O)COc1ccccc1)C(=O)NCCOc1ccccc1 (stereo not given)	2	-0.3	5	-0.1	0.0	-0.4	1.2	0.2	0	-1	-2.1
CCOc1ccc(Nc2ncnc3c2nnn3Cc2ccccc2)cc1	3	-0.2	-3	1.8	-0.7	0.7	0.1	3.4	-1	0	1.6
CC(C)N(CCNC(=O)c1ccc(NC2=NC3CS(=O)(=O)CC3S2)cc1)Cc1ccco1 (stereo not given)	-3	-1.2	-4	0.4	-0.2	3.6	1.8	3.0	18	3	0.0
Cc1cc(O)c(-c2n[nH]c3c2C(c2cccc(O)c2)N(Cc2cccnc2)C3=O)cc1Cl (stereo not given)	-3	-1.5	-7	-2.1	-0.4	-1.1	-0.3	-2.9	-35	-18	-0.4
O=C1CCCCC1S(=O)(=O)c1ccccc1 (stereo not given)	1	-1.8	6	2.3	-0.3	-0.7	-0.5	0.5	-4	1	0.4
O=c1c2ccccc2n(Cc2ccc(F)cc2)c(=O)n1C1CCCC1	-1	-1.3	7	-2.1	0.2	-0.5	-0.4	-1.9	10	8	2.2
Cc1ccccc1NC(=O)c1ccno1	-5	-0.5	2	-0.7	-0.2	-0.6	-0.4	1.2	10	-1	1.6
O=C(CCc1ccccc1)Nc1ccc(N2CCOCC2)cc1	-1	-1.0	-3	-0.1	-0.5	-0.6	0.5	2.3	2	1	-0.7
C[C@@H]1CCN(C2CC2)S(=O)(=O)c2ccc(N3CC[C@H](O)C3)cc2O1	1	-0.9	3	-1.5	-1.0	.	-0.1	-2.3	6	2	.
CC(C)CCN1CCN(Cc2ccc(N3CCNC3=O)cc2)CC1CCO (stereo not given)	2	-0.8	5	-0.3	-0.4	2.0	0.1	-1.1	9	6	1.0
O=c1cc(-c2ccc(Cl)cc2)oc(=O)[nH]1	2	-0.6	1	-0.8	0.2	2.4	0.1	-0.3	-3	-4	-1.3
CC(C)(C)NS(=O)(=O)c1ccc(CCC(=O)N2CCOCC2)cc1	-3	-0.9	-1	0.3	-0.1	0.7	0.1	3.1	-2	1	-0.2
CCOC(=O)CSC1=C(C#N)C(C)C2=C(CCCC2=O)N1 (stereo not given)	0	-0.6	-1	-1.8	2.1	1.1	-0.1	-0.8	4	2	1.5
CCOCCCNC(=O)c1ccc(CN2CCc3ccccc3C2)cc1	-2	-0.4	-6	-0.7	0.1	-1.4	-1.9	-0.8	-3	2	0.5
Cc1ccccc1-c1nc(S(=O)(=O)c2ccccc2)c(N2CCCC2)o1	1	-1.1	3	-0.9	0.0	0.4	1.4	-0.8	-9	-3	2.0
COc1ccc2c(c1OC)C(=O)N(c1cccc(/C=C/C(=O)O)c1)C2	-1	-1.0	5	-0.6	0.1	-1.7	0.1	-2.8	14	5	0.4
CCc1nnc(NC(=O)c2ccc3c(=O)n4c(nc3c2)CCCCC4)s1	1	-1.8	-5	1.1	-0.5	0.9	0.7	1.1	3	-4	4.2
COC(=O)C1CN(Cc2ccccc2)CCS(=O)(=O)N1Cc1cn(Cc2ccc(C)cc2)nn1 (stereo not given)	-2	-2.0	-1	-3.1	0.4	.	-1.2	0.4	-7	-1	.
C/C(=N\NC(=O)c1cc(C(C)C)[nH]n1)c1ccco1	5	0.0	4	4.7	-0.1	0.2	2.2	7.1	3	3	4.2
O=C(COC(=O)CC1c2ccccc2CCN1S(=O)(=O)c1ccc(F)cc1)Nc1ccccc1 (stereo not given)	-4	-1.1	-5	-1.4	0.4	-0.2	0.1	-1.4	-31	-3	-1.9
COc1cc(C#N)ccc1OCC(=O)N1CCc2ccccc2C1	-3	-0.7	-2	2.1	0.2	0.1	0.3	-4.3	1	-4	4.2
CCCCC(=O)NCCc1ccc(OC)cc1	0	-0.3	-1	1.3	0.7	0.4	1.7	3.2	2	0	-3.6
CCOC(=O)c1c(C)[nH]c(C(=O)COC(=O)CN2C(=O)C3CCCCC3C2=O)c1C (stereo not given)	0	-1.5	8	-1.4	-0.1	-0.9	-0.9	-1.5	-10	5	-1.0
O/N=C/c1cn(-c2ccccc2)nc1-c1ccc2c(c1)OCCO2	-6	-0.4	0	-1.3	0.3	0.3	0.4	2.3	-5	0	1.2
N#Cc1ccc(-c2nc3ccc(Cl)cn3c2Cc2ccccc2C(F)(F)F)cc1	2	-0.5	20	-0.3	-3.8	.	1.1	2.2	-14	13	.
COc1ccc(-c2nn(-c3ccccc3)cc2/C=N/n2cnnc2)cc1OC	-5	-2.1	1	-2.2	1.0	-1.2	-0.4	-0.6	0	2	3.0
CCOc1ccc(-c2csc(N)c2C(=O)OC)cc1	3	-1.5	2	-1.7	-0.1	0.1	-0.4	-0.8	8	0	-0.9
COc1ccc(CNC(=O)C2CCN(S(=O)(=O)c3ccc4c(c3)CC(C)N4C(=O)C3CC3)CC2)cc1 (stereo not given)	-2	-1.1	1	-2.9	0.0	0.3	-3.2	-2.9	-8	4	-0.9
COc1cc(SC)ccc1C(=O)Nc1cccc(C)n1	4	-0.6	-2	2.4	0.2	1.9	4.0*	16*	-2	-1	1.5
CCCN(Cc1nnc(-c2ccccc2Cl)o1)C(=O)COc1ccc(Cl)cc1	0	-1.5	-4	-3.2	-0.2	0.2	-1.4	-0.6	-12	-7	0.9
Cc1nn(C)c(C)c1S(=O)(=O)N1CCC(C(=O)NCCC2=CCCCC2)CC1	2	-1.3	-3	-0.4	-0.4	-0.9	1.8	0.7	6	-1	0.2
COc1ccc(N2C(=O)CS/C2=N\C(=S)Nc2ccccc2)cc1	0	-0.9	1	-1.3	0.2	1.3	-0.1	-1.5	-16	-3	-1.5
Cc1cc(C(=O)NNC(=S)NC(=O)/C=C/c2ccccc2Cl)n[nH]1	1	0.1	-1	2.6	-0.5	0.9	1.4	6.9	26*	-7	-2.2
N#Cc1ccccc1NC(=O)CSc1nnc(-c2ccc(F)cc2)n1-c1ccccc1	-1	-1.2	-1	-1.3	0.9	-0.9	-1.1	-3.0	-12	-1	-0.2
Cc1c(S(=O)(=O)N2CCc3ccccc3C2)c(=O)n(C)c(=O)n1C	0	-0.7	6	-0.7	0.6	0.2	1.2	0.1	-2	4	2.1
COc1cc(OC)cc(C(=O)NC(=S)Nc2nnn(C)n2)c1	-3	-0.4	1	-2.2	0.0	0.4	-0.3	-2.1	11	2	0.4
CCOC(=O)CS(=O)(=O)c1ccc(C(F)(F)F)cn1	1	-0.8	1	1.3	0.4	-0.4	0.1	0.0	3	0	-0.1
CC(C)(C)Nc1c([N+](=O)[O-])c(=O)sc2ccccc12	5	0.4	2	4.2	0.1	-1.1	0.3	6.3	1	1	3.4
O=c1[nH]c2cc3c(cc2cc1C(c1nnnn1C1CCCC1)N1CCCc2ccccc21)OCCO3 (stereo not given)	1	-0.6	1	-0.2	2.8	-0.3	1.2	0.5	-3	-3	1.2
Cc1ccc(OCc2cc(C(=O)N(C)CCc3ccccc3)no2)cc1C	2	0.2	5	1.1	0.1	0.4	1.8	9.9	-4	-3	1.1
CCc1ccc(NC(=O)CSc2ccccn2)cc1	7	-1.2	1	3.0	0.1	1.8	1.0	14*	-2	-2	5.9
Cc1noc(C)c1CSCC(=O)N(C)CC(=O)Nc1ccc(Cl)cc1	-2	-0.6	-11	-1.4	-0.4	0.5	0.7	-2.0	3	-4	0.5
CCN1CCN(S(=O)(=O)c2ccc(Cl)c(C(=O)N(C)Cc3ccc(F)cc3)c2)CC1	0	-0.7	-2	-1.0	0.5	1.3	0.1	-1.6	-2	0	-0.5
O=C(Nc1ccc(S(=O)(=O)Nc2ncccn2)cc1)c1cccc(S(=O)(=O)N2CCOCC2)c1	3	-1.9	3	0.3	-0.7	-1.1	0.6	-1.4	-3	-1	-0.5
COc1ccc(NC(=O)CN2C(=O)NC3(CCCCCC3)C2=O)cc1Cl	-2	-0.6	4	-0.6	-0.4	2.9	-5.4	3.2	-1	-2	1.0
CC(=O)Nc1ccc(S(=O)(=O)NNC(=O)c2cccc(Cl)c2)cc1	-2	-0.6	3	-2.3	-0.7	-1.1	0.3	-1.0	-4	-1	1.4
CCC(=O)N1c2ccc(S(=O)(=O)CCC(=O)NCc3ccc4c(c3)OCO4)cc2CC1C (stereo not given)	-3	-0.8	8	-1.7	-0.1	-1.0	-0.4	-0.6	0	1	-0.9
COCC(=O)N(Cc1cc2ccc(C)cc2[nH]c1=O)c1cccc(C)c1	-2	-1.0	-24	0.0	0.1	-0.2	-0.2	1.4	1	-48	-0.9
S=C(NC1CCCCC1)N1CCOCC1	1	-0.9	2	0.2	-0.5	0.3	-0.1	-2.1	3	0	0.3
COC(=O)CCC(NC(=O)c1cc(-c2ccc3c(c2)OCCO3)oc1C)C(=O)OC (stereo not given)	1	-0.9	-1	0.2	0.6	0.6	-0.5	-1.6	-7	13	-0.2
Cn1c2ccccc2n2c(=O)c(=O)n(CC(=O)c3ccc(Cl)cc3)nc12	0	-0.7	-3	2.1	0.2	1.2	0.5	-0.2	1	-1	2.1
C[C@@H]1[C@@H](O)C[C@@]2(C[C@H](O)c3cc(F)ccc3O2)O[C@H]1c1ccccc1Cl	-1	-0.8	-6	-4.2	0.6	.	-0.1	0.8	-21	-7	.
C/C=C(\C)CN1CCC(n2nccc2NC(=O)c2ccc3c(c2)OCO3)CC1	-3	-0.6	-3	-0.2	-0.4	0.3	0.1	-0.6	3	0	0.8
N#CCCN(C(=O)COC(=O)c1cccc(S(=O)(=O)N2CCCC2)c1)c1ccc(F)cc1	0	-1.1	-1	-1.5	0.0	-0.5	-0.3	0.3	-7	-4	-0.7

Single records (already shown).
COc1ccc(NC(=O)CN2C(=O)NC3(CCCCCC3)C2=O)cc1Cl in the list: SMARCA2 activ: -2; ssDAF-12 act: -0.6; NPR2 activator: 4; hcDAF12 agonist: -0.6; proKLK7 act: -0.4; DAX1 inh-1: 2.9; DAX1 inh-2: -5.4; hgDAF-12 ag: 3.2; sPLA2-III inh: -1; NPR1 activator: -2; FXN GAA850 act: 1.0
Cn1c2ccccc2n2c(=O)c(=O)n(CC(=O)c3ccc(Cl)cc3)nc12 in the list: SMARCA2 activ: 0; ssDAF-12 act: -0.7; NPR2 activator: -3; hcDAF12 agonist: 2.1; proKLK7 act: 0.2; DAX1 inh-1: 1.2; DAX1 inh-2: 0.5; hgDAF-12 ag: -0.2; sPLA2-III inh: 1; NPR1 activator: -1; FXN GAA850 act: 2.1
